# Screening results: PubChem, National Center for Advancing Translational Sciences (NCATS)
# Eya2 phos inh – qHTS Assay for Inhibitors of the Phosphatase Activity of Eya2. Protein phosphatase EYA2 (Homo sapiens), O00167. recombinant Eya2, OMFP fluorescence dephosphorylation (OMFP is methylfluorescein phosphate). Potency, µM (series often up to 76.9 µM), for inactives: top-dose activity, negative = inhibition, most hits filed as inhibitors. 330,000 compounds, 0.006% hits. AID 488837, 2010; note: potency is the fitted concentration of half-maximal effect; % is set by controls: 0 for no effect and ±100 for the full control effect
#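 Eya2 protein (added as 0.2 uM solution) was preincubated with compound for 10 min at ambient temperature in 50 mM HEPES pH 7.5, 50 mM NaCl, 5 uM MgCl2, 0.05% BSA, 1 mM DTT. OMFP (added at 50 uM) then reacted 10 min; fluorescence read at 485/525 nm.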
# PTAP TSG101 blk – qHTS Assay for Iinhibitors of HIV-1 Budding by Blocking the Interaction of PTAP/TSG101. AID 493005, 2010. Potency, µM (top dose mostly 115 µM), without a hit: at the highest dose activity change, negative = inhibition, usual class: inhibitors. 340,000 tested, under 10 active. Tumor susceptibility gene 101 protein (Homo sapiens), Q99816. Fluorescence polarization, FITC-PTAP peptide / Tsg101 binding; active = well fitted inhibition curve with a large enough effect in the main read-out, with a control signal flat, not every such curve was filed as active; inconclusive = small, poorly fitted or top-dose-only effect, or effect the other way, or a change in a side signal; inactive = no such curve, though single readings can be large or run the other way; note: potency is the fitted concentration of half-maximal effect; % of control where 0% means no effect
# Target sequence (Q99816 whole entry, looked up): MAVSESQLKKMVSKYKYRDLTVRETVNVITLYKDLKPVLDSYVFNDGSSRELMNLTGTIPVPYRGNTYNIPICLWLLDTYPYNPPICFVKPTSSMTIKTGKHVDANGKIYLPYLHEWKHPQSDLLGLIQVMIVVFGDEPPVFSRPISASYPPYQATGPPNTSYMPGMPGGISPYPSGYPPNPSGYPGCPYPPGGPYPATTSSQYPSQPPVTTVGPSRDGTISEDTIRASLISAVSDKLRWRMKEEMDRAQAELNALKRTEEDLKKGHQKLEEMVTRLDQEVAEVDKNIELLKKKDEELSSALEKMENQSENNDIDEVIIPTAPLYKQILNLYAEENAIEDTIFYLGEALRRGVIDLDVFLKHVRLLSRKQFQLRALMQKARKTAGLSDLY
#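 FP read-out: FITC-PTAP peptide, 50 nM final, binding Tsg101 binding domain, 10 uM final; 20 min, r.t.; 10 mM HEPES pH 7.5, 0.15 M NaCl, 0.01% Tween 20, 3 mM EDTA, 0.1 mM TCEP.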
# USP2a block – qHTS Assay for Inhibitors of Ubiquitin-specific Protease USP2a Using CHOP2 as the Reporter; AID 463254, 2010; Ubiquitin carboxyl-terminal hydrolase 2 (Homo sapiens), O75604; Potency, µM (doses to about 38.3 µM), for inactives: at the highest dose activity change, negative = inhibition, usual class: inhibitors; 330,000 compounds, 0.01% hits; USP2 core, Ub-CHOP2 coupled fluorogenic reporter, 485/531;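 note: potency is the fitted concentration of half-maximal effect; plate controls were DMSO wells for no effect and full inhibition by NEM control for full effect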
#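 USP2 core (10nM final) preincubated 30min RT with compound in 20mM Tris-HCl pH 8.0, 2mM CaCl2, 2mM beta-mercaptoethanol, 0.05% CHAPS; 25nM Ub-CHOP2 plus 25nM reporter substrate added, fluorescence (Ex485/Em531) read after 60min.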
# Chronic BCR inh – qHTS Assay to Find Inhibitors of Chronic Active B-Cell Receptor Signaling | ABC-DLBCL IkBa-CBG/CBR reporter, luminescence ratio, 4 h | Potency, µM (series often up to 46.1 µM), for inactives: at the highest dose ratio change, negative = lower green/red ratio, most hits filed as inhibitors | 340,000 compounds, 0.05% hits; active = well fitted inhibition curve with a large enough effect in the signal ratio, with a control signal flat, not every such curve was filed as active; inconclusive = small, poorly fitted or top-dose-only effect, or effect the other way, or a change in a side signal; the % refers to the signal ratio;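 note: potency is the fitted concentration of half-maximal effect; plate controls were basal doxycycline-induced cells for no effect and cells given 10 µM MG132 for full effect; MG132 reads +100%, hits lower the ratio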
#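 Compounds up to 46 uM were incubated four hours with TMD8 cells whose green CBG68 luciferase is fused to IkappaBalpha; red CBR luminescence normalised the signal, and concentration-effect curves were fitted to fusion, red and ratio data.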
# Tb PFK inh – qHTS Assay to Find Inhibitors of T. brucei phosphofructokinase. Potency, µM (highest dose often 57.5 µM), without a hit: at the top dose activity, negative = inhibition, actives largely listed as inhibitors. T. brucei PFK, ADP-Glo luminescence. ATP-dependent 6-phosphofructokinase (Trypanosoma brucei brucei), O15648. 330,000 compounds, 0.17% hits;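 note: potency is the fitted concentration of half-maximal effect; 0% = uninhibited 1x PFK enzyme wells and -100% = no-enzyme wells; nearly all actives have a fitted effect of over 60% in size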
#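 Compounds were pin-transferred as a titration series up to 57 uM into substrate buffer (0.5 mM F6P, 0.1 mM ATP, pH 8.0), then 1.25 nM PFK was added and reactions ran 45 min before ADP-Glo detection.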
# ELG1 repair inh – qHTS screen for small molecules that inhibit ELG1-dependent DNA repair in human embryonic kidney (HEK293T) cells expressing luciferase-tagged ELG1 | HEK293T ELG1-luciferase reporter, luminescence, 16 h; DNA damage induced by 5-fluorouridine | Potency, µM (titrated, usually from 46.1 µM), without a hit: at the top dose activity change, negative = inhibition, hits mostly inhibitors | 330,000 compounds, 2.3% hits | AID 504467, 2011; note: potency is the fitted concentration of half-maximal effect; % is set by controls: 0 for no effect and ±100 for the full control effect; nearly all actives have a fitted effect of over 55% in size
#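 Quantitative HTS, concentration-response format. 2,000 cells/well co-treated with 5-fluorouridine and compound, 16 hr in 5% CO2 at 37 °C; ONE-Glo luminescence read after 30 min.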
# Mito fusion act – qHTS Assay for Small Molecule Inhibitors of Mitochondrial Division or Activators of Mitochondrial Fusion; S. cerevisiae fusion-defective mutant growth rescue, CellTiterGlo 48 h; Potency, µM (top dose mostly 46.1 µM), for inactives: at the highest dose growth rescue (activation), hits mostly activators; 320,000 compounds, 0.23% hits;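 note: potency is the fitted concentration of half-maximal effect; % of control where 0% means no effect; nearly all actives have a fitted effect of over 45% in size; temperature-sensitive fusion mutants such as fzo1-1 at 37 °C on non-fermentable ethanol glycerol medium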
#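 Compounds are tested for their ability to restore growth of mitochondrial fusion-defective yeast strains at non-permissive 37C in YPEG medium over 48 hours. Viability is quantified by luciferase luminescence.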
# TCR activator – Activators of T cell receptors: qHTS campaign; 330,000 tested, under 10 active; Potency, µM (titrated, usually from 9.22 µM), inactives show at the highest dose activation of IL-2 secretion, usual class: activators; primary human leukocytes, anti-CD3, IL-2 HTRF, 48 h; note: % of control where 0% means no effect
#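 Using a-CD3 beads without co-stimulation, primary human leukocytes were exposed to compounds for 48 hr. An HTRF IL-2 kit measured the cytokine, with europium-to-d2 energy transfer producing emission at 665nm upon 320nm excitation.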
# TSHR antag – Antagonists of the Thyroid Stimulating Hormone Receptor: HTS campaign | TSHR-expressing cells, TSH-stimulated cAMP HTRF, 2 h; hits give low values | activity change, negative = inhibition, % at 11.5 µM | 330,000 compounds, 0.2% hits | AID 504810, 2011;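 active = activity change below a set negative limit, meaning inhibition stronger than a set level, cut at about -70% in these data; inconclusive = activity change between two set negative limits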; note: % is set by controls: 0 for no effect and ±100 for the full control effect
# Target sequence (P16473 whole entry, looked up): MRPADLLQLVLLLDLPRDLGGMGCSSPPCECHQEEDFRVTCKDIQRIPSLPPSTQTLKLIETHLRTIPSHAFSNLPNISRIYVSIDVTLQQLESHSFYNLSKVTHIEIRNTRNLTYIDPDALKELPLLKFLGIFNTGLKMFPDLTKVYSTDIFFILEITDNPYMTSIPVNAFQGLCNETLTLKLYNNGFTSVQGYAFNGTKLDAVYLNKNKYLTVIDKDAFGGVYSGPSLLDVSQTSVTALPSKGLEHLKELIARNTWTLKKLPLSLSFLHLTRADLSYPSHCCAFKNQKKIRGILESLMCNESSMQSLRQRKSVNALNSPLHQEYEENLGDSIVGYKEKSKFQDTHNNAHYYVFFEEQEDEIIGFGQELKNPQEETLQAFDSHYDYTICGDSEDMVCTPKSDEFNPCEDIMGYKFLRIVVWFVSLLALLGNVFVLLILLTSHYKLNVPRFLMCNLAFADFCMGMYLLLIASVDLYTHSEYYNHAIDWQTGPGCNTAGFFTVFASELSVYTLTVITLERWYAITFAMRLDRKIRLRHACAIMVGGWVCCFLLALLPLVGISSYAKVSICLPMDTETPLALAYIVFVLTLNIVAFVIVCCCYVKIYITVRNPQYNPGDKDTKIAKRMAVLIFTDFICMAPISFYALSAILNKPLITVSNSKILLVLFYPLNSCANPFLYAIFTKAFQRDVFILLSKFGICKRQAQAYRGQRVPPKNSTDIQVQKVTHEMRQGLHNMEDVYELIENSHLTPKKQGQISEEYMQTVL
#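 Antagonism was scored as loss of TSH-driven cAMP in TSHR cells, stimulated with 4nM TSH (EC80) for 2 hours at 37 deg C and detected by homogeneous HTRF competition immunoassay.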
# B2AR arrestin – qHTS assay of beta-arrestin-biased ligands of beta2-adrenergic receptor. Beta-2 adrenergic receptor (Homo sapiens), P07550. beta-arrestin recruitment to beta2AR, cell-based reporter. Potency, µM (series often up to 46.1 µM), without a hit: at the highest dose activation, hits mostly activators. 330,000 compounds, 0.02% hits. AID 492947, 2010;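 note: potency is the fitted concentration of half-maximal effect; 0% = DMSO controls and full agonism = EC100 isoproterenol or metaproterenol; nearly all actives have a fitted effect of over 65% in size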
# uPA surface inh – qHTS for Inhibitors of Cell Surface uPA Generation. Potency, µM (doses to about 38.3 µM), for the others: top-dose activity change, negative = inhibition, most hits filed as inhibitors. AID 540303, 2011. 330,000 compounds, 0.31% hits. cell surface uPA generation assay, qHTS; active = well fitted inhibition curve with a large enough effect; inconclusive = small, poorly fitted or top-dose-only effect; inactive = no such curve, though single readings can be large or run the other way; tested in mouse RAW 264.7 cells; note: potency is the fitted concentration of half-maximal effect; % is set by controls: 0 for no effect and ±100 for the full control effect; nearly all actives have a fitted effect of over 55% in size
# * marks the source's active call; other numbers are inactive results; ? = inconclusive; [ ] = remark or other dose. Unless noted, calls come from the whole dose curve; as a rule, active = well fitted curve in the direction sought with a large enough effect; inconclusive = small, poorly fitted or top-dose-only effect, or another doubt; inactive = no such curve, though single readings can be large; an effect the other way counts as inactive or inconclusive.
SMILES,Eya2 phos inh,PTAP TSG101 blk,USP2a block,Chronic BCR inh,Tb PFK inh,ELG1 repair inh,Mito fusion act,TCR activator,TSHR antag,B2AR arrestin,uPA surface inh
CCC(C)C(NC(=O)OC(C)(C)C)C(=O)NC(CC(C)C)C(N)=O (configuration not stated),9.2%,-1.2%,-0.3%,7.1%,-13.4%,6.6%,12.6%,-2.8%,32.6,0.2%,-1.7%
COCCNc1nc(N)c([N+](=O)[O-])c(Nc2ccc(F)cc2)n1,-5.6%,-2.9%,-1.9%,?,2.0%,15.3%,7.0%,-2.2%,-9.3,-0.2%,-6.8%
Cc1c(Br)c([N+](=O)[O-])nn1CC(=O)Nc1cccc2nonc12,-1.6%,-1.0%,5.2%,1.1%,7.57µM*,7.3%,3.6%,-17.5%,1.8,0.5%,-25.3%
O=C(CNC(=O)c1ccc(OC(F)F)cc1)Nc1cccc(S(=O)(=O)N2CCCC2)c1,9.5%,-2.1%,2.3%,2.1%,-4.3%,-0.7%,-0.2%,12.5%,14.4,-0.2%,5.6%
O=C(Cc1c(F)cccc1Cl)N1CCOCC1,1.6%,-0.7%,4.0%,?,4.2%,0.8%,-4.1%[9.22 µM],-1.8%,0.2,-0.4%,-0.5%
CCCn1cc(S(=O)(=O)c2ccccc2)c(=O)c2cc(OCC)ccc21,-13.2%,-2.8%,3.7%,1.5%,-4.1%,0.4%,-2.7%,-0.6%,-6.3,6.1%,-0.7%
Nc1nonc1C(=O)NCCc1ccccc1,-4.1%,-0.7%,4.9%,-2.7%,3.4%,?,0.3%,4.1%,1.3,0.3%,-16.1%
COc1ccc(CCNC(=O)COc2ccc(S(=O)(=O)N3CCOCC3)cc2)cc1,13.1%,-7.8%,1.7%,6.4%,1.8%,-10.4%,-7.5%,8.1%,6.7,0.2%,-3.7%
CCN(C(=O)c1cccnc1SC)C12CC3CC(CC(C3)C1)C2,6.6%,1.6%,2.6%,2.6%,0.0%,-7.8%,20.4%,1.8%,-7.6,0.6%,2.5%
Cc1ccc(Cn2nc(C)c(NC(=O)CSc3nc4c(c(C(F)(F)F)n3)CCc3ccccc3-4)c2C)cc1,-7.7%,0.1%,5.8%,6.2%,5.8%,-14.2%,-3.5%,-9.2%[46.1 µM],-4.4,0.2%,2.3%
COc1ccc(C(=O)NC(=S)Nc2ccc3c4c(cccc24)CC3)cc1OC,2.9%,-2.7%,-2.3%,?,0.5%,2.5%,-4.9%,1.0%[46.1 µM],1.5,-0.5%,2.7%
Cc1[nH]c(=O)c(C(=O)c2cc(Cl)ccc2O)cc1C(=O)O,-8.5%,0.0%,3.1%,0.9%,-0.5%,12.2%,11.3%,6.7%,4.9,0.0%,-5.5%
N/C(=N\OC(=O)Cc1cccs1)c1ccc(Br)cc1,-24.5%,5.9%,-1.1%,?,0.0%,?,1.4%,14.2%[46.1 µM],-7.1,0.7%,-8.6%
O=S(=O)(c1ccccc1)N1CCCC1c1nc2ccccc2s1 (configuration not stated),4.9%,-8.1%,-0.2%,?,-0.1%,-10.6%,5.0%,-3.8%,-14.3,0.5%,-2.0%
CCOCCCNc1nc2c(C)cccn2c(=O)c1/C=C1\SC(=S)N(CC(C)C)C1=O,-8.0%,?,-1.3%,9.7%,1.9%,-1.1%,-0.8%,3.4%,42.7,0.2%,1.0%
Cc1ccc([N+](=O)[O-])cc1NC(=O)C1CCN(S(C)(=O)=O)CC1,0.1%,-2.5%,-0.7%,?,-0.4%,0.3%,-0.5%,-6.5%[46.1 µM],1.2,0.3%,2.1%
CN(CC(=O)NCC1CCCO1)S(=O)(=O)c1cc(Cl)ccc1Cl (configuration not stated),2.9%,-5.3%,5.2%,-14.4%,3.4%,-1.9%,-0.7%,-4.8%,-10.4,-0.3%,-4.2%
CCOc1ccc(S(=O)(=O)N2CCN(C(=O)c3cc(S(=O)(=O)N4CCOCC4)ccc3C)CC2)cc1,1.8%,0.7%,1.4%,-0.8%,0.0%,7.2%,-3.9%,-1.5%,-6.5,0.0%,4.7%
Nc1c(Cl)cc(C2=NCCn3nc4ccccc4c32)cc1Cl,3.5%,-1.7%,2.0%,-26.6%,-7.3%,-2.9%,-28.6%,-5.3%,-11.9,0.1%,-3.2%
CC(C)(CO)N1CCN(C(=S)Nc2ccccc2)CC1,-15.2%,-2.7%,-4.7%,?,2.7%,14.9%,0.8%,2.3%,11.4,0.1%,-9.9%
COc1cc(C2SCC(=O)N2c2nnc(C34CC5CC(CC(C5)C3)C4)s2)cc(OC)c1OC (configuration not stated),-1.3%,0.5%,0.8%,14.9%,-8.2%,-2.4%,-6.7%,3.5%,1.5,-0.1%,-0.1%
Cc1ccc(S(=O)(=O)N[C@@H](CC(C)C)C(=O)N2CCC(C(=O)N[C@@H](Cc3ccccc3)C(=O)O)CC2)cc1,-3.4%,-0.7%,-0.3%,?,-9.5%,2.8%,6.8%,1.1%,42.9,-0.6%,-20.2%
Cc1ccc(C(=O)Nc2nc3nc(-c4ccccc4)cc(=O)n3[nH]2)cc1,3.8%,-4.0%,-1.1%,?,-5.6%,0.4%,3.5%,-12.9%,7.9,-0.1%,1.8%
COc1ccc2c(c1)C(C)CC(C)(C)N2C(=O)NC1CCCCC1 (configuration not stated),3.1%,2.3%,1.3%,-18.2%,-1.1%,28.8%,-3.7%,-2.9%,-1.5,0.0%,-4.5%
COc1ccc(NC(=O)CC2C(=O)NCCN2C(=O)c2ccccc2)cc1 (configuration not stated),6.8%,-1.2%,-0.3%,5.7%,-2.5%,12.5%,5.1%,-1.0%,-2.0,-0.5%,0.8%
CCCSc1nc2c(cnn2-c2ccc(F)cc2)c(=O)[nH]1,-7.5%,-0.1%,2.7%,-0.2%,0.2%,6.9%,8.6%,4.1%,1.5,-0.3%,-13.7%
NC(=O)c1nsc(C(=O)N(c2cccc(F)c2)C(C(=O)NCC2CCCO2)c2c[nH]c3ccccc23)c1N (configuration not stated),-16.8%,-0.4%,0.1%,?,0.2%,-6.9%,2.6%,-0.7%,8.7,0.4%,-1.7%
CC1CCCCN1CC(=O)Nc1ccccc1Sc1ccccc1 (configuration not stated),-4.4%,-0.7%,1.1%,?,0.1%,15.7%,23.4%,11.0%[46.1 µM],-7.2,-0.4%,12.8%
Cc1ccc(NC(=O)C[n+]2ccn(C3=C([O-])c4ccccc4C3=O)c2)cc1,13.4%,-0.7%,0.3%,-7.2%,-4.1%,3.3%,-2.7%,5.4%,7.0,-0.1%,-0.8%
CCCn1c(N)c(C(=O)CSc2nnc(C3CC3)n2Cc2ccccc2)c(=O)[nH]c1=O,-5.2%,-8.4%,2.2%,-15.1%,-4.7%,-6.6%,3.0%,8.3%,7.5,-0.3%,30.4%[activator]
COc1nccc(C(F)(F)F)c1C(=O)NC(=O)Nc1c(C)cccc1C,-11.5%,-1.1%,1.4%,-0.1%,1.5%,-14.0%,-0.8%,4.5%,-9.5,-0.8%,10.6%
COc1ccc(/C=C(/NC(=O)c2ccccc2)C(=O)N2CCCCC2)cc1,5.1%,-5.3%,1.6%,2.6%,1.3%,13.5%,0.8%,-0.9%,2.2,0.1%,-14.2%
CC1(C)SC(=S)N(c2ccccc2)C1/[N+]([O-])=C/c1cccc([N+](=O)[O-])c1 (configuration not stated),8.1%,0.8%,0.7%,-9.9%,-3.8%,-8.3%,-3.1%,7.3%,5.7,0.1%,-0.3%
N#Cc1c(NC(=O)Cn2cnc3ccccc3c2=O)oc(-c2ccccc2)c1-c1ccccc1,0.7%,-3.1%,-4.0%,?,0.2%,9.0%,4.0%,-1.3%,-5.6,-0.1%,3.4%
